G6PDH CS: L. mesenteroides G6PDH inhibitors, counter-screen for G6PDH-coupled screening assays, biochemical, Leuconostoc mesenteroides enzyme | glucose-6-phosphate dehydrogenase [Leuconostoc mesenteroides] | Purified L. mesenteroides G6PDH, diaphorase/resazurin coupled fluorescence, 45 min | inhibition, % at 5 µM | 0.12% of 200,000 active; in the data active = inhibition above about 50%
FLuc inhib CS: firefly luciferase enzyme inhibitors, primary screen, artefact control for luciferase-based inhibitor screens, biochemical, luminescence, ATPLite; 1.5% of 200,000 active; AID 1006, 2008; 10 min; Luciferin 4-monooxygenase (Photinus pyralis), P08659; inhibition, % at 10 µM;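 active = inhibition above about 50% when tested at 10 µM, limit read from the data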
Target sequence (P08659 whole entry, looked up): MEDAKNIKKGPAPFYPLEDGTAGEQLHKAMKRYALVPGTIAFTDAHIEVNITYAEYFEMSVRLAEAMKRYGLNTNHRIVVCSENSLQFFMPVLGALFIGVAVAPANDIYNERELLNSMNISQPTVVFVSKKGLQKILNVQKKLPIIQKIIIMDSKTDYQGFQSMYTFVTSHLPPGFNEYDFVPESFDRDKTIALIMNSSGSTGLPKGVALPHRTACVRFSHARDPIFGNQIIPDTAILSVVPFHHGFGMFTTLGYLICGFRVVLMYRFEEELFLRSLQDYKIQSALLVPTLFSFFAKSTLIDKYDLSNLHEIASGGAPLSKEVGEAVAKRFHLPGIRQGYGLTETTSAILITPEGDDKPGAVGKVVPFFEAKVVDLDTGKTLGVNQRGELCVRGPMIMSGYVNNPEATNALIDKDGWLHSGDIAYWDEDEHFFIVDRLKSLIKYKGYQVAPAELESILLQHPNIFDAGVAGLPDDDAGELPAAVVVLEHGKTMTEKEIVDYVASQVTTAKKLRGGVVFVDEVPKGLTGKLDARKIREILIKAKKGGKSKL
FLuc stim CS: FLuc activators, initial screening, artefact control for FLuc-dependent activation tests, biochemical, ATPlite luminescence | Luciferin 4-monooxygenase (Photinus pyralis), P08659 | ATPlite luciferase biochemical, 10 min; 0 = ATP-free wells, 1 = DMSO control | activation factor at 10 µM | 200,000 tested, under 10 active;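 active = luciferase activation factor, scaled between plate controls, of at least 2 with compound at 10 µM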
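Assay system: Luciferase/luciferin reagent mix; Medium: PBS as buffer for the ATP substrate; Dosing: test compounds dosed from 2 mM stocks in 100% DMSO; Times: 10 min, room temperature; Signal: luminescence from luciferase reaction; Read-out: luciferase activation; Controls: No-ATP low control, compound-free enzyme-plus-ATP high control.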
Hsp70 act: Hsp70 transcriptional activators, primary screen, cell-based, HeLa, Hsp70 promoter luciferase, luminescence, 10 µM; HeLa Hsp70 promoter luciferase reporter; scaled: vehicle 0, proteasome-inhibitor control 100%; 0.04% of 200,000 active; activation, % at 10 µM;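 active = activation above the mean across all tested compounds plus 3 SD, cutoff set per campaign, cut at about 5.5% in these data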;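 note: 100% = MG132 at 30 µM as the positive control and 0% = DMSO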
DTT redox prof: compounds producing H2O2 with reducing agent – biochemical, NIH compound library profiling, artefact control for MLSCN library redox annotation, primary screen | DTT-dependent redox cycling H2O2, phenol red/HRP absorbance; 100% = 100 µM peroxide control, 0% = buffer | 0.03% of 200,000 active | activation, % at 10 µM | AID 878, 2007;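 active = activation of at least 50% relative to the plate's high and low controls in the primary single-dose screen; inactive = activation below 50%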;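 note: compound incubated with DTT at 0.8 mM final as the reducing agent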
APP 5UTR inh: inhibitors of APP translation via 5'UTR reporter, primary screen, APP 5'UTR luciferase, SH-SY5Y cells. 0.82% of 190,000 active. inhibition, % at 2 µM. AID 1285, 2008. SH-SY5Y APP 5'UTR-luciferase reporter, luminescence;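 active = inhibition above a set limit, derived from the sample mean plus 3 SD, cut at about 45% in these data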; note: values of inactives mirror those of a sister screen read the other way
NF-kB expr up: activators of NF-kB expression in neurons, primary screen, cell-based, HTS; human neuronal cells, NF-kB reporter expression; hits give high values; fold change at 12.5 µM; 1.6% of 190,000 active; AID 1239, 2008; in the data active = fold change above about 3.3
HMGR II inh: inhibitors of E. faecalis class II HMGR, primary screen, biochemical, Enterococcus faecalis. HMG-CoA reductase (Enterococcus faecalis, mvaE). purified E. faecalis HMGR, NADPH absorbance 340 nm kinetic. inhibition, % at 10 µM. 0.41% of 190,000 active;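 active = inhibition above a set limit, the median over all tested compounds plus 3 SD, cut at about 9.5% in these data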;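 note: enzyme runs in reverse so mevalonate oxidation gives rising NADPH absorbance; 0% = complete reaction with DMSO and 100% = background rate lacking mevalonate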
STAT1 activator: STAT1 signaling activators, primary screen, cell-based, HTS, luciferase reporter; activation (% of control), % at 5.5 µM; AID 932, 2007; NIH 3T3 STAT1-luciferase reporter, IFN-gamma, luminescence; 100% = IFN-gamma alone, no compound; 2.6% of 200,000 active;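 active = activation above the screen-wide mean activation plus 3 SD, cut at about 130% in these data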;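 note: raw ratio to IFN-gamma control signal so 100% means no change and 0% no light; values of inactives mirror those of a sister screen read the other way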
APP 5'UTR act: activators of APP 5'UTR luciferase reporter, primary screen, SH-SY5Y cells; SH-SY5Y APP 5'UTR luciferase reporter, luminescence; zero percent = DMSO vehicle wells; activation, % at 2 µM; 1% of 190,000 active; AID 1276, 2008;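 active = activation above a set limit, based on mean plus 3 SD of controls, cut at about 140% in these data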; note: values of inactives mirror those of a sister screen read the other way
Starred values were filed as active, the others as inactive.

SMILES	G6PDH CS	FLuc inhib CS	FLuc stim CS	Hsp70 act	DTT redox prof	APP 5UTR inh	NF-kB expr up	HMGR II inh	STAT1 activator	APP 5'UTR act
O=C(CSc1oc(-c2ccco2)nc1S(=O)(=O)c1ccc(Cl)cc1)NCC1CCCO1 (configuration not stated)	9	-4	1	-0.3	0.0	8	1.5	-1	101	-8
Cc1ccc(CCC(=O)Nc2ccccc2F)s1	7	10	0.9	0.0	0.4	-103	2.2	-1	137*	103
COc1ccc([C@H]2[C@H](C(=O)OC(C)(C)C)N3N=Cc4ccccc4C3C23C(=O)c2ccccc2C3=O)cc1OC (some centres not stated)	3	2	1	-0.5	0.1	-18	1.2	-2	101	18
COc1cc(S(=O)(=O)n2cnc(C)c2)ccc1Cl	11	1	1	-0.2	-0.3	6	1.2	0	98	-6
COCc1nc(-c2cc(Br)ccc2OC)no1	-6	-3	1	-0.7	0.8	-5	0.91	1	101	5
O=C(/C=C/c1cn(-c2ccccc2)nc1-c1cccc(Cl)c1)N1CCN(c2ccccn2)CC1	9	-1	1	0.2	0.9	4	0.42	-3	107	-4
O=[N+]([O-])c1ccc(C2CN=C(Nc3ccccc3)S2)cc1 (configuration not stated)	1	-2	1	0.5	-1.1	-9	1.6	-1	108	9
CCC1(CC)C(=O)N(C)C(=O)NC1=NCc1ccccc1	-7	-5	1.1	0.1	2.7	-8	1.2	-3	102	8
CCOC(=O)C1=C(C)C(c2ccc(OC)cc2)NC(=S)N1 (configuration not stated)	2	-7	1.1	0.2	-1.6	-9	0.9	2	100	9
COc1cc(-c2nnc(SCC3(c4ccc(Br)cc4)OCCO3)o2)cc(OC)c1OC	0	-1	1	0.2	-5.0	1	0.89	5	101	-1
Cc1nnc(C)c2c(C)n(Cc3ccc4c(c3)OCO4)c(C)c12	-44	-6	1.1	-0.1	2.4	0	0.92	0	89	0
Cc1[nH]nc(Sc2ccccn2)c1[N+](=O)[O-]	2	-3	1	-0.1	-0.5	-13	1.2	0	107	13
COc1cc(/C=C/c2[nH]c(=O)[nH]c(=O)c2[N+](=O)[O-])ccc1OCCC(C)C	4	-4	1	-0.1	-0.4	10	1	1	95	-10
Cc1cc(NC(=O)CO/N=C/c2ccc3c(c2)OCO3)ccc1Br	14	-4	1	0.0	0.2	-19	0.81	-1	95	19
CC(CO)(CO)NCc1ccc(-c2ccccc2)cc1	-8	-2	1	-0.3	-0.2	-15	1.7	1	97	15

STAT1 activator: what is marked active above
canonical_smiles | FLuc inhib CS | FLuc stim CS | Hsp70 act | DTT redox prof | APP 5UTR inh | NF-kB expr up | HMGR II inh | STAT1 activator | APP 5'UTR act
Cc1ccc(CCC(=O)Nc2ccccc2F)s1 | 10 | 0.9 | 0.0 | 0.4 | -103 | 2.2 | -1 | 137* | 103

(continued)
SMILES	G6PDH CS	FLuc inhib CS	FLuc stim CS	Hsp70 act	DTT redox prof	APP 5UTR inh	NF-kB expr up	HMGR II inh	STAT1 activator	APP 5'UTR act
Cn1cnnc1SCCNS(=O)(=O)c1ccccc1	9	-2	1	-0.1	-0.2	10	1.2	-5	95	-10
CC(C)C[C@@H]1NC(=O)[C@H](Cc2ccc(O)cc2)NC(=O)c2cc([N+](=O)[O-])cc(I)c2NCCC[C@@H](C(N)=O)NC1=O	7	-5	1	-0.1	0.4	-10	0.94	-4	100	10
O=C(NCc1cccnc1)c1ccccc1CCc1ccccc1	4	-5	1	-0.2	1.5	5	1.3	-10	94	-5
O=C1CC2C(=O)NCCN2C(=NC(=O)c2ccccc2)N1 (configuration not stated)	12	-1	1	-0.2	0.1	-7	1.2	-3	100	7
O=C(COc1ccc(Cl)cc1)NCc1nnc(SCC(=O)N2CCCCCC2)o1	8	-2	1	-0.1	-0.5	6	1.1	2	96	-6
N#Cc1nc(-c2ccc(F)cc2)oc1NCCCn1ccnc1	0	0	1	-0.3	-1.5	-5	1.1	-3	104	5
COc1ccc(CC(=O)NCC2COc3ccccc3O2)cc1 (configuration not stated)	9	-3	1	-0.2	0.6	-11	1.2	-7	102	11
C=Cn1c(C(=O)O)cc(CC)c1-c1ccccc1	-18	-10	1.1	-0.1	1.0	-3	1.4	-3	94	3
Cc1cc([N+](=O)[O-])c2c(c1C)C1C=CCC1C(c1ccccn1)N2 (configuration not stated)	16	-7	1.1	-0.1	-0.2	-26	1.2	-3	93	26
CCn1ccnc1CNC(=O)CC1C(=O)NCCN1CC(c1ccccc1)c1ccccc1 (configuration not stated)	11	-1	1	-0.2	-1.2	-4	1.1	-4	94	4
CCn1c(SCC(=O)N2CCN(c3ccccc3)CC2)nnc1-c1c[nH]c2ccccc12	-28	-8	1.1	-0.4	-0.8	-8	0.49	-7	89	8
CC(c1nnc(SCC(=O)Nc2cccnc2Cl)n1Cc1ccccc1)N(C)C (configuration not stated)	5	-4	1	-0.5	-0.6	-7	1.2	-8	101	7
CCOC(=O)N1CCN(C(=O)CN(c2ccc(OCC)cc2)S(C)(=O)=O)CC1	11	-6	1.1	-0.2	0.3	12	1.1	-1	106	-12
CCOC(=O)c1c(NC(=O)CSc2n[nH]c(CNc3ccccc3)n2)sc(C)c1C	4	-1	1	-0.4	0.1	2	1.1	4	96	-2
Cc1ccc(N2C(=O)CC(N3CCN(c4ccccn4)CC3)C2=O)cc1 (configuration not stated)	16	-10	1.1	-0.3	-0.2	-6	0.96	-3	99	6
CCc1c(C)nc(SCC(=O)Nc2ccc3c(c2)OCCO3)[nH]c1=O	1	-1	1	-0.2	-0.8	-6	1.3	-4	110	6
COc1ccc(NS(=O)(=O)c2ccc(NC(=S)NC(=O)c3cccnc3)cc2)nn1	4	-8	1.1	-0.3	-0.1	-6	1.1	2	94	6
O=C(C1CCCN(CCCc2ccccc2)C1)N1CCCCC1 (configuration not stated)	9	-4	1	-0.3	0.4	-22	1.2	1	102	22
Cc1ccccc1NC(=O)c1cc(N)ccc1N1CCCCC1	-4	-6	1.1	0.1	1.4	-3	0.75	3	94	3
CCCC(=O)Nc1nc2ccc(OC)cc2s1	5	17	0.8	-0.2	0.6	-61	3.1	0	144*	61
Cc1ccnc(NS(=O)(=O)c2ccc(NC(=O)c3c(-c4ccccc4Cl)noc3C)cc2)n1	17	-3	1	-0.1	3.2	-14	1.1	-3	99	14
CCN(CC)S(=O)(=O)c1cccc(C(=O)N[C@H](C(=O)Nc2nc3ccccc3s2)C(C)C)c1	-28	-4	1	0.1	0.1	-27	1.4	-15	104	27
CCN(CCCNC(=O)C1c2ccccc2C(=O)N(CCOC)C1c1ccc(F)cc1)Cc1ccccc1 (configuration not stated)	-4	-6	1.1	-0.2	-1.3	-3	0.92	-3	101	3
Cc1cccc(N2CCN(c3nc4ccc(Cl)cc4n4cnnc34)CC2)c1C	14	-11	1.1	-0.1	0.1	-5	1.2	-6	101	5
COc1ccc(S(=O)(=O)N(C)C)cc1NCC(=O)Nc1cccc(C#N)c1	9	1	1	-0.4	0.1	-25	1.4	-4	91	25
Cc1cc(NC(=O)COc2ccc3oc4ccccc4c3c2)no1	-1	-5	1	-0.1	-0.1	14	1.4	-3	93	-14
Cc1noc(C)c1S(=O)(=O)Nc1ccc(C(=O)O)cc1	4	-1	1	-0.1	1.9	1	0.98	0	101	-1
COc1ccc(NC(=O)C2CCN(C(=O)c3cccs3)CC2)cc1OC	8	-3	1	-0.1	-0.2	-3	1.2	-2	100	3
CCOc1cc(C(=O)N2CCN(c3ccc(C(C)=O)cc3)CC2)cc(OCC)c1OCC	11	-5	1	0.2	-0.3	12	1.1	-5	102	-12
CN(C(=O)CCc1nnc(CCCCc2ccccc2)o1)C1CC(C)(C)NC(C)(C)C1	4	-8	1.1	-0.2	-0.8	-21	1.6	-5	90	21
O=C1c2ccccc2NC(c2ccc(O)cc2)N1Cc1ccco1 (configuration not stated)	0	-3	1	-0.4	0.4	0	1.2	-6	98	0
CCn1ncc(Br)c1C(=O)NC(C)c1ccccc1 (configuration not stated)	6	-10	1.1	-0.1	1.0	-19	1.1	-1	96	19
COc1ccc(CCC(C)Nc2ccc(F)cc2)cc1 (configuration not stated)	2	-6	1.1	-0.3	0.3	-6	1.1	0	100	6
COc1ccccc1OCc1nnc(SCC(=O)c2cc(Cl)ccc2OC)o1	1	-7	1.1	-0.4	2.3	-5	1.3	1	97	5
CCCSCCCNC(=O)c1cc2c(s1)CS(=O)(=O)C2	5	-6	1.1	-0.1	1.1	-20	0.92	-1	100	20
CCC(=O)c1ccccc1OCCN1CCN(Cc2ccccc2)CC1	4	1	1	-0.3	-1.3	-19	1.1	-6	102	19
COc1cc(NC(=O)CN2C(=O)NC(C)(CCC(C)C)C2=O)cc(OC)c1 (configuration not stated)	4	-8	1.1	-0.3	1.9	-3	0.81	-1	98	3
COc1ccc(NC(=O)CSc2nc(O)cc(=O)n2-c2ccccc2OC)cc1	8	-7	1.1	0.1	2.3	7	1.2	-1	101	-7
Cc1ccc(-c2ccc(=O)n(CC(=O)N3CCN(c4cc(Cl)ccc4C)CC3)n2)cc1	-6	-1	1	-0.5	2.7	2	0.96	1	94	-2
CCOC(=O)C1CCN(c2c(N3CCN(c4ccccc4OC)CC3)c(=O)c2=O)CC1	-12	-6	1.1	-0.3	-2.5	-5	0.78	-3	97	5
Cc1ccc(Cc2cnc(NC(=O)/C(C#N)=C/c3ccc(-c4cccc([N+](=O)[O-])c4)o3)s2)cc1	-1	-6	1.1	-0.2	-6.8	2	1	1	99	-2
COC(=O)[C@H](CC(C)C)NC(=O)Nc1cccc(Br)c1	7	-3	1	-0.1	0.1	-10	1.2	2	103	9
Cn1c(=O)c2c(ncn2CC(=O)OCc2ccccc2)n(C)c1=O	-1	-1	1	-0.3	2.5	-17	0.94	-3	108	17
COc1cccc(CN(C)CC(=O)Nc2ccccc2C(C)C)c1	-1	-3	1	-0.2	0.2	7	1.1	-1	96	-7
CCOC(=O)N1CCC(NC(=O)c2ccc3nc4ccccc4c(=O)n3c2)CC1	1	-6	1.1	-0.2	3.1	-2	0.81	2	100	2
COc1cc(/C=C(\C#N)c2nc(-c3cc4ccccc4oc3=O)cs2)ccc1O	-21	1	1	0.0	0.8	6	1	-2	105	-7

For reference, 4 of the compounds above.
SMILES	G6PDH CS	FLuc inhib CS	FLuc stim CS	Hsp70 act	DTT redox prof	APP 5UTR inh	NF-kB expr up	HMGR II inh	STAT1 activator	APP 5'UTR act
O=C1c2ccccc2NC(c2ccc(O)cc2)N1Cc1ccco1 (configuration not stated)	0	-3	1	-0.4	0.4	0	1.2	-6	98	0
CCn1ncc(Br)c1C(=O)NC(C)c1ccccc1 (configuration not stated)	6	-10	1.1	-0.1	1.0	-19	1.1	-1	96	19
COc1ccc(CCC(C)Nc2ccc(F)cc2)cc1 (configuration not stated)	2	-6	1.1	-0.3	0.3	-6	1.1	0	100	6
COc1ccccc1OCc1nnc(SCC(=O)c2cc(Cl)ccc2OC)o1	1	-7	1.1	-0.4	2.3	-5	1.3	1	97	5

High-throughput results deposited in PubChem by several laboratories.
